Rab9 prom act = activators of Rab9 promoter; Huh7 Rab9 promoter-luciferase reporter, luminescence, 24 h; Potency, µM (titrated, usually from 9.22 µM), for inactives: at the highest dose activation, negative = inhibition, usual class: activators; 2.8% of 320,000 active; also: potency is read from the fitted curve at half-maximal effect; % of control where 0% means no effect; nearly all actives have a fitted effect of over 60% in size
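Stable Rab9-luc Huh7, 1500 cells/well, 2 h settle; cmpd in DMSO, 24 h, 37 °C/5% CO2; luciferase reagent 10 min RT; luminescence.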
BRCA1 expr up = BRCA1 expression activation; 1.1% of 380,000 active; Potency, µM (top dose mostly 46.1 µM), for inactives: at the highest dose activation, hits mostly activators; AID 624202; MCF7-BRCA1-FFLuc reporter, luminescence, 48 h; response scale: scaled: vehicle 0%, 10 µM genistein 100%; also: potency is read from the fitted curve at half-maximal effect; nearly all actives have a fitted effect of over 80% in size; some results filed as inactive show a strong effect at the top dose
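Quantitative HTS in MCF7 cells stably reporting BRCA1 expression via firefly luciferase. Compound treatment lasts 48 h at 37 °C in phenol-red free MEM. Activation is expressed relative to genistein at 10 microM and DMSO.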
Menin-MLL TR inh = inhibitors of human menin-MLL interaction, mutant MLL peptide. O00255. Menin + Texas Red MLL mutant peptide, fluorescence polarization. Potency, µM (titrated, usually from 61.6 µM), inactives show at the top dose FP activity change, negative = inhibition, usual class: inhibitors. 0.23% of 270,000 active. AID 1768; active = well fitted inhibition curve with a large enough effect in the polarisation, with a control signal flat, not every such curve was filed as active; inconclusive = small, poorly fitted or top-dose-only effect, or effect the other way, or a change in a side signal; inactive = no such curve, though single readings can be large or run the other way; the % refers to the polarisation; also: potency is read from the fitted curve at half-maximal effect; % of control where 0% means no effect; many of its hits are not listed in these tables
ELG1 genotox = induces genotoxicity in HEK293T cells with luciferase-tagged ELG1; Potency, µM (series often up to 46 µM), for inactives: top-dose activity change, positive = activation, actives largely listed as activators; 1.3% of 330,000 active; HEK293T ELG1-luciferase reporter, luminescence, 16 h; also: potency is read from the fitted curve at half-maximal effect; % of control where 0% means no effect; nearly all actives have a fitted effect of over 60% in size
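Genotoxic stress is detected as increased luminescence from luciferase-tagged ELG1 in HEK293T cells, measured with ONE-Glo after a 16 hr treatment at 37 °C.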
NPC1 prom act = activators of NPC1 promoter | 2.4% of 320,000 active | AID 485313 | Huh7 NPC1 promoter luciferase reporter, 24 h | Potency, µM (doses to about 9.22 µM), without a hit: at the top dose activation, actives largely listed as activators;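 also: potency is read from the fitted curve at half-maximal effect; % of control where 0% means no effect; nearly all actives have a fitted effect of over 60% in size; reporter is driven by a mutant NPC1 promoter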
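Luminescence read-out of NPC1 promoter-driven luciferase in stably transfected Huh7 cells; compounds delivered in DMSO and left 24 h at 37C, 5% CO2, qHTS titration format.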
RORgamma inh = inhibitors of mouse ROR gamma transcriptional activity. P51450. Drosophila S2 Gal4-RORgamma UAS-luciferase reporter, 20 h. Potency, µM (top dose mostly 53.6 µM), without a hit: top-dose activity change, negative = inhibition, hits mostly inhibitors. 5.4% of 310,000 active. AID 2551; also: potency is read from the fitted curve at half-maximal effect; % is scaled to controls: 0 for no effect and ±100 for the full control effect; nearly all actives have a fitted effect of over 60% in size
Target sequence (P51450 whole entry, looked up, the tested form may be a part): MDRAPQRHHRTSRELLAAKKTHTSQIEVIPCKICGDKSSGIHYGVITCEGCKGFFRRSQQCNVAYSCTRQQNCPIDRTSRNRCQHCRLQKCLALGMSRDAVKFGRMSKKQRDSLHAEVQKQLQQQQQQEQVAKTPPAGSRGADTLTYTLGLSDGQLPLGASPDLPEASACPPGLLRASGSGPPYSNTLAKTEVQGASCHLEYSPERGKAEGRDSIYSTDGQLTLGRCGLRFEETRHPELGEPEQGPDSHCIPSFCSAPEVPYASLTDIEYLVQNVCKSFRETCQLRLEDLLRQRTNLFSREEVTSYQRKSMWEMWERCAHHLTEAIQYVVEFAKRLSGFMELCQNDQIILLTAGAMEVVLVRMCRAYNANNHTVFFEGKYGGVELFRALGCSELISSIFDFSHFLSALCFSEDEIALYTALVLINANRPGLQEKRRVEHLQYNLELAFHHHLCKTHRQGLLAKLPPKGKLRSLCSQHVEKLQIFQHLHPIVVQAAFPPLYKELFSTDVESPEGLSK
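Drosophila Schneider cells stably carrying a metallothionein-driven Gal4 DBD–ROR gamma fusion and a UAS-Photinus luciferase reporter were exposed to compound for 1 hr, then induced with copper sulfate (700 uM final) for 20 hr at ambient temperature before luminescence reading.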
VP16 counter = Gal4-VP16 reporter inhibition counter-screen; Drosophila S2 Gal4-VP16 UAS-luciferase, luminescence, 20 h; 3.5% of 310,000 active; Potency, µM (series often up to 53.6 µM), without a hit: at the top dose activity, negative = inhibition, usual class: inhibitors;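 also: Gal4-VP16 expression switched on by copper sulfate through the metallothionein promoter; potency is read from the fitted curve at half-maximal effect; % is scaled to controls: 0 for no effect and ±100 for the full control effect; nearly all actives have a fitted effect of over 50% in size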
FLuc counter = firefly luciferase modulation, counter-screen for miR-21 project; P08659; purified FLuc, Km substrates, luminescence inhibition; Potency, µM (series often up to 57.5 µM), without a hit: top-dose activity change, negative = inhibition, actives largely listed as inhibitors; 6.9% of 360,000 active; AID 588342;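 also: potency is read from the fitted curve at half-maximal effect; plate controls were vehicle for no effect and reference inhibitor for full effect; nearly all actives have a fitted effect of over 55% in size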
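Biochemical qHTS of compounds, final roughly 60 µM downward over six points, against 10 nM purified firefly luciferase using Km concentrations of substrates (10 uM D-luciferin, 10 uM ATP) in Tris acetate pH 7.5 buffer; luminescence output.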
PKM2 act = activators of human pyruvate kinase M2 | P14618 | purified PKM2, Kinase-Glo ATP luminescence, activation; response scale: 0% is enzyme alone, no compound | Potency, µM (highest dose often 57.5 µM), for inactives: at the top dose activation, most hits filed as activators | 0.34% of 260,000 active; also: potency is read from the fitted curve at half-maximal effect; % is scaled to controls: 0 for no effect and ±100 for the full control effect; nearly all actives have a fitted effect of over 55% in size
Target sequence (P14618 whole entry, looked up): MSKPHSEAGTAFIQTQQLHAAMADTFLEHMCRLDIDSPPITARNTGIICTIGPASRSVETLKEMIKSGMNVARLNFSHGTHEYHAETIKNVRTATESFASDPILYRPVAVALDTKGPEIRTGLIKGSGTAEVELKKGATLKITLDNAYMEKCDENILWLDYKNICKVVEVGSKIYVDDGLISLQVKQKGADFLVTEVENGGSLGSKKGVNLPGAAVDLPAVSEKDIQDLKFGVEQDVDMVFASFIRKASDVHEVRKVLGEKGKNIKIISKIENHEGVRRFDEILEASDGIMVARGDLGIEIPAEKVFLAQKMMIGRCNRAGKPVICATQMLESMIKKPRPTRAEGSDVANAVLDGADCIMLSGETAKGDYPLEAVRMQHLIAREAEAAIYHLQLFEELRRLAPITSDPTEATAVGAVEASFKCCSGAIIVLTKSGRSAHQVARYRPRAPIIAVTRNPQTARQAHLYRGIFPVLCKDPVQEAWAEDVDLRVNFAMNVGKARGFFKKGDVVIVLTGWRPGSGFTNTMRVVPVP
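Purified hPK-M2 (>95% pure) converted ADP (0.1 mM final) to ATP with 0.5 mM PEP in 50 mM imidazole pH7.2, KCl, MgCl2, Tween 20, BSA; 1 h at room temperature. ATP detected by Kinase-Glo luminescence.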
Giardia kill = Giardia lamblia killing | activity change, % at 7.66 µM, hits read low | 0.15% of 340,000 active | Giardia lamblia trophozoite viability; in the data active = activity change below about -80%; inconclusive = between about -30% and that limit;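 also: parasites exposed to compound for two days anaerobically before the ATP read; % is scaled to controls: 0 for no effect and ±100 for the full control effect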
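Giardia lamblia trophozoites (100 cells/well) were incubated with compounds for 48 h at 37 deg C under anaerobic conditions. Viability was read as ATP content by one-step luminescence after 15-30 min at room temperature.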
p53 reactivator = re-activators of mutant p53. Potency, µM (doses to about 92.2 µM), without a hit: top-dose activity change, positive = activation, usual class: activators. H1299 p53-A138V BP100-luciferase reporter, luminescence, 24 h. AID 504706. 0.063% of 320,000 active; also: potency is read from the fitted curve at half-maximal effect; % of control where 0% means no effect; nearly all actives have a fitted effect of over 45% in size
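H1299 (p53-null), stable ts p53-A138V + BP100-Luc; 1000 cells/well, Opti-MEM/10% FBS; cpd 4 pt, 1:5; 24 h, 37 deg C, 5% CO2; detection reagent 10 min RT; luminescence.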
The depositor's hits bear a star; u = inconclusive; x = not tested or not shown; [ ] = dose if it differs, or a comment. Unless noted, calls follow the shape of the dose curve; as a rule, active = well fitted curve in the direction sought with a large enough effect; inconclusive = small, poorly fitted or top-dose-only effect, or another doubt; inactive = no such curve, though single readings can be large; an effect the other way counts as inactive or inconclusive. Not all compounds are listed (hit frequency here may not be typical).

SMILES	Rab9 prom act	BRCA1 expr up	Menin-MLL TR inh	ELG1 genotox	NPC1 prom act	RORgamma inh	VP16 counter	FLuc counter	PKM2 act	Giardia kill	p53 reactivator
CCCCN(C(=O)Cn1nnc2ccccc21)C(C(=O)NCCOC)c1ccccc1 (configuration not stated)	-3%	12%	-18%	2%	-5%	-17%	-6%	1%	-16%	5	-6%
CC(=O)Nc1ccc(S(=O)(=O)Nc2ccn(Cc3ccccc3Cl)n2)cc1	-1%	8%	0%	0%	-2%	x	x	-1%	4%	32[activator]	x
Cc1ccc(C(=O)N/C(=C\c2ccc(C(C)C)cc2)C(=O)NCCCN2CCOCC2)cc1	-9%	-29%	-5%	0%	0%	1%	2%	-11%	-23%	11	4%
COc1ccc(C(=O)N2CCC3(CC2)NCCc2[nH]cnc23)cc1	0%	7%	x	-1%	-1%	-13%	2%	0%	x	6	-3%
Cc1cc(/C=C2\SC(N)=NC2=O)c(C)n1-c1ccc(F)cc1	19%	u	-22%	10%	19%	11%	-9%	0.85µM*	-5%	-26	5%
O=C(CCc1ccccc1)NC1(Cc2ccccc2)CCN(CCCc2ccccc2)C1=O (configuration not stated)	1%	-12%	x	-9%	5%	x	x	2%	x	-19	-10%
COc1ccccc1NC(=O)CCC(=O)OCc1ccc(Cl)cc1	-1%	-5%	-12%	-1%	1%	9%	-7%	-10%	-14%	10	13%
CCNC(=S)NC1CC2CCC(C1)N2Cc1ccccc1 (configuration not stated)	0%	-1%	4%	0%	1%	4%	8%	4%	0%	15	-1%
Cc1ccc(NC2CCCN(C(=O)c3cccnc3)C2)cc1C (configuration not stated)	-8%	-13%	x	2%	2%	-4%	3%	4%	-14%	0	9%
CC1CCCN(CCCNC(=O)C2CCCN(c3ncnc4c3nc3n4CCCCC3)C2)C1 (configuration not stated)	3%	2%	-9%	0%	0%	-16%	-4%	4%	x	17	20%
COc1cc(OC)nc(N/N=C(\c2ccccc2)c2ccncc2)n1	2%	-34%	-15%	-3%	-2%	u	2%	-13%	-2%	-28	3%
CCN(CC)C(=O)CN1C(=O)C2(OCC(C)(c3ccccc3)CO2)c2ccccc21 (configuration not stated)	4%	-21%	-2%	-5%	-4%	4%	-7%	2%	-2%	7	-4%
O=C(CCc1nnc2n(CCc3ccccc3)c(=O)c3ccccc3n12)NCCCN1CCCCC1	-11%	1%	x	-1%	0%	-3%	8%	1%	x	-20	-3%
C=CCOc1cccc(C2C(C(=O)c3ccco3)=C(O)C(=O)N2Cc2cccnc2)c1 (configuration not stated)	2%	-8%	u	2%	2%	19%	-6%	-2%	0%	-15	8%
Cc1c(CN2CCc3c([nH]c4ccccc34)C2C2CCCCC2)cnn1C (configuration not stated)	-5%	-26%	-22%	-1%	-1%	-11%	-9%	2%	-2%	36[activator]	-2%
O=C(COC(=O)C1(c2ccc(F)cc2)CCCC1)NCc1ccco1	-1%	-2%	13%	-4%	-5%	u	8%	-8%	x	3	27%
O=C(NCCOc1ccccc1)c1ccccc1Cl	0.45µM*	u	4%	4.6µM*	0.63µM*	-26%	u	8.5µM*	x	9	7%
CCOc1ccc(N(C)C(=O)CCc2nnc3ccc(N4CCC5(CC4)OCCO5)nn23)cc1	0%	19%	-26%	2%	0%	-1%	-6%	1%	-1%	-3	-6%
N#C/C(=C\c1cccs1)Sc1nc2ccccc2s1	7%	-55%	36%[activator]	u	0%	-23%	23%	u	3%	41[activator]	u
CCOC(=O)c1ccc(NC(=O)Cn2ccc([N+](=O)[O-])n2)cc1	-3%	-1%	24%	0%	1%	-6%	-1%	0%	0%	-17	-2%

The closing 3 entries of the section before lead into the next.
SMILES	Rab9 prom act	BRCA1 expr up	Menin-MLL TR inh	ELG1 genotox	NPC1 prom act	RORgamma inh	VP16 counter	FLuc counter	PKM2 act	Giardia kill	p53 reactivator
CCOc1ccc(N(C)C(=O)CCc2nnc3ccc(N4CCC5(CC4)OCCO5)nn23)cc1	0%	19%	-26%	2%	0%	-1%	-6%	1%	-1%	-3	-6%
N#C/C(=C\c1cccs1)Sc1nc2ccccc2s1	7%	-55%	36%[activator]	u	0%	-23%	23%	u	3%	41[activator]	u
CCOC(=O)c1ccc(NC(=O)Cn2ccc([N+](=O)[O-])n2)cc1	-3%	-1%	24%	0%	1%	-6%	-1%	0%	0%	-17	-2%
CCn1nc(C)c(CNC(=O)C2CCC(=O)N(CCc3ccc(Cl)cc3)C2)c1C (configuration not stated)	-2%	-25%	x	-3%	-3%	5%	0%	3%	x	3	-5%
Cc1ccc(N2CCN(C(=O)c3cc(C(=O)c4ccccc4C)c[nH]3)CC2)c(C)c1	-16%	-67%	0%	-2%	-14%	20%	1%[10 µM]	4%	1%	4	1%
CC1CC(C)CN(S(=O)(=O)c2ccc(C(=O)N3CCN(c4ccccc4)CC3)cc2)C1 (configuration not stated)	-3%	-33%	u	-13%	2%	-9%	12%	0%	1%	5	8%
O=C(CSc1nccc(=O)[nH]1)Nc1ccc2c(c1)OCCO2	2.2µM*	u	-23%	15µM*	2.2µM*	9%	3%	11µM*	-1%	17	u
Cn1c(SCC(=O)NC(=O)c2cccc([N+](=O)[O-])c2)nnc1-c1ccc(F)cc1	-2%	25%	-3%	-1%	2%	-1%	-5%	8%	2%	7	-10%
COc1ccc(Cl)cc1C(=O)NNC(=O)c1ccncc1	1%	-17%	-3%	2%	-2%	21%	0%	-4%	1%	1	x
O=C(NO)c1cc(OCC(F)(F)F)ccc1OCC(F)(F)F	-1%	-24%	x	0%	-7%	-27%	-9%	9%	1%	-12	1%
CCc1nc(N2CCN(C(=O)c3ccco3)CC2)c2oc3ccccc3c2n1	8%	-89%[inhibitor]	u	-15%	0%	0%	10%	-19%	1%	-5	4%
COc1ccc(S(=O)(=O)N2CCCCC2C(=O)O)cc1OC (configuration not stated)	5%	0%	14%	2%	-1%	3%	4%	2%	-8%	1	-3%
COc1ccc(CCn2c(N)cc(=O)[nH]c2=O)cc1OC	-2%	3%	-16%	3%	-5%	11%	-7%	2%	18%	-27	0%
COC(C(=O)NC1CC1)c1ccccc1 (configuration not stated)	6%	-10%	0%	2%	-1%	u	3%	1%	-2%	9	-6%
CCCOc1ccc(C2=CC(=O)C[C@H](c3ccc(OC)cc3)C2)cc1	1%	u	x	4%	5%	x	x	-25%	x	3	11%
O=C1CN(C(=O)N[C@@H](Cc2ccccc2)C(=O)N[C@H](C(=O)O)c2ccccc2)c2ccccc2N1	2%	0%	6%	0%	-2%	0%	-6%	1%	x	20	-5%
c1ccc(-c2[nH]ncc2CN2CCc3ccccc3C2)cc1	1%	-4%	x	-9%	-2%	3%	12%	-1%	6%	-5	2%
CCc1ccccc1NC(=O)CSc1nnc([C@H](CCSC)NC(=O)OC(C)(C)C)o1	-4%	-19%	-8%	-3%	-3%	-5%	-15%	-4%	2%	12	1%
Cc1cc(C)c2nc(N3CCC(C(=O)NCC4CCCO4)CC3)sc2c1 (configuration not stated)	4%	73%	x	-2%	13%	24%	-10%	u	x	-13	1%
CCCn1cnc2c(sc3nc4c(cc32)CSC(C)(C)C4)c1=O	1.6µM*	u	16%	4.6µM*	2.8µM*	30%	7%	u	-4%	10	u
Cc1ccsc1/C=N/NC(=O)c1cccs1	u	66%	-9%	u	u	10µM*	13µM*	11µM*	-3%	-4	u

Single values from above:
Reading of COc1ccc(CCn2c(N)cc(=O)[nH]c2=O)cc1OC in Menin-MLL TR inh: -16%
Reading of COC(C(=O)NC1CC1)c1ccccc1 (configuration not stated) in FLuc counter: 1%
Reading of O=C(CSc1nccc(=O)[nH]1)Nc1ccc2c(c1)OCCO2 in FLuc counter: 11µM*
Reading of CCc1nc(N2CCN(C(=O)c3ccco3)CC2)c2oc3ccccc3c2n1 in PKM2 act: 1%
